Screening data as filed in PubChem.
PKA-R2B act: activators of PKA-R2B holoenzyme, primary screen, biochemical, fluorescence polarization, Cy5-IP20, human | PKA-R2B holoenzyme dissociation; R2B truncated from residue 108, S112A mutant; 0% DMSO only, 100% 113 µM cGMP | AID 504700, 2011 | activation, % at 11.4 µM | cAMP-dependent protein kinase catalytic subunit beta (Homo sapiens) + cAMP-dependent … | actives 0.079% (n = 340,000);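 active = activation above a cutoff set at the mean over all compounds plus 3 SD, cut at about 18% in these data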;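 note: higher means more holoenzyme dissociation and a rise in polarization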
dFosB activator: activators of delta FosB homodimer, primary screen, biochemical, fluorescence polarization, TAMRA-CDK5 oligo, single point | purified delta FosB; percent of positive-control signal above neutral wells | activation, % at 25 µM | Protein FosB (Mus musculus), P13346 | actives 0.99% (n = 340,000);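 active = mean activation above about 17%, with every replicate also reaching it, limit read from the data, passing the limit was not always enough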;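 note: fluorescence polarization rise as delta FosB binds a TAMRA Cdk5 AP-1 oligo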
CDK5 inh: inhibitors of human CDK5/p35 kinase, primary screen, biochemical, single concentration. AID 488839, 2010. actives 0.01% (n = 330,000). Cyclin-dependent kinase 5 (Homo sapiens) + Cyclin-dependent kinase 5 activator 1 (Homo …. inhibition, % at 10 µM. Recombinant CDK5/p35, ADP-Glo luminescence, 60 min;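 active = highest replicate inhibition of at least 50% and at least 75% of replicates reaching 50%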;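 note: plate controls were DMSO neutral control for no effect and GW8510 at 10 µM for full effect; many of its hits are not listed in these tables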
SR-BI HDL uptake: inhibitors of SR-BI mediated HDL lipid uptake, primary screen, ldlA[mSR-BI] cells, fluorescence, single point; ldlA[mSR-BI] CHO cells, DiI-HDL uptake fluorescence, 3 h; inhibition, % at 12.5 µM; actives 0.96% (n = 320,000); AID 488896, 2010;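 active = mean replicate inhibition of at least 70% and a set share of replicates each scoring 70 or more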;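 note: 0% = median of neutral control wells and 100% = median of positive control wells; values of inactives mirror those of a sister screen read the other way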
MITF act: activators of MITF-driven TRPM1 promoter reporter, primary screen, cell-based, SK-MEL-5, luciferase, single point; SK-MEL-5 TRPM1-promoter luciferase, 24 h; % of positive control, neutral wells = 0; activation, % at 12.5 µM; actives 0.75% (n = 300,000); AID 588334, 2011;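 active = mean activation of at least 80% with every replicate also reaching 80%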;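 note: 0% = neutral control wells and 100% = parthenolide positive control wells; values of inactives mirror those of a sister screen read the other way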
SR-BI uptake up: activators of SR-BI mediated DiI-HDL uptake, primary screen, ldlA[mSR-BI] CHO cells, DiI fluorescence. activation, % at 12.5 µM. actives 0.096% (n = 320,000). 3 h; 100 = double the neutral-control signal;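 active = mean replicate activation of at least 60% and every replicate at or above 60%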;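 note: 0% = median plate neutral-control signal and 100% = twice that signal; values of inactives mirror those of a sister screen read the other way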
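system = CHO ldlA[mSR-BI] cells, LDL receptor-null, SR-BI overexpressing | medium = Ham's F12 with 0.5% BSA, HEPES 25 mM, pH 7.4 | probe or stimulus = DiI-HDL 10 µg/mL | compound dosing = single-point compound dose | incubation = compound exposure 3 h, 37 °C | technique = DiI fluorescence, bottom read | read-out = cell-associated DiI fluorescence as measure of HDL uptake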
Mot1-301 SUMO: yeast Mot1-301 growth rescue at high temperature, primary screen, SUMOylation pathway inhibitor project, S. cerevisiae, ATP luminescence, 38.5C; growth rescue, % at 18.8 µM; actives 1% (n = 320,000); S. cerevisiae Mot1-301 growth rescue; percent above DMSO median, 100 means doubled;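 active = every valid replicate shows activation above 250% relative to neutral control wells; inactive = the rest, any valid replicate at or below 250%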;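 note: OY570 slx delta 5 strain wells were the positive control but not used for scaling; some compounds called inactive have numbers as strong as hits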
PKA-R1A act: activators of PKA-R1A holoenzyme, primary screen, biochemical, fluorescence polarization, Cy5-IP20, bovine R1A, mouse PKAc. activation, % at 11.4 µM. actives 0.083% (n = 340,000). PKA-R1A dissociation; scaled: DMSO 0%, 113 µM cGMP 100%;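 active = percent activation above the mean of all tested compounds plus 3 SD, cut at about 19% in these data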;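 note: higher means more PKAc released from R1A so a rise in polarization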
DSG3 Ab inh: inhibitors of pemphigus antibody binding to DSG3, primary screen, biochemical, bead-based, flow cytometry, scFv-GFP. Desmoglein-3 (Homo sapiens), P32926. DSG3-coupled beads, scFv-anti-DSG3-GFP binding; active compounds read low. binding (percent of control), % at 10 µM. actives 0.48% (n = 310,000). AID 588358, 2011;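 active = binding more than 3 SD below its plate's average and above zero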;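 note: hits lower antibody fragment binding to DSG3; some compounds called inactive have numbers as strong as hits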
Target sequence (P32926 whole entry, looked up, the tested form may be a part): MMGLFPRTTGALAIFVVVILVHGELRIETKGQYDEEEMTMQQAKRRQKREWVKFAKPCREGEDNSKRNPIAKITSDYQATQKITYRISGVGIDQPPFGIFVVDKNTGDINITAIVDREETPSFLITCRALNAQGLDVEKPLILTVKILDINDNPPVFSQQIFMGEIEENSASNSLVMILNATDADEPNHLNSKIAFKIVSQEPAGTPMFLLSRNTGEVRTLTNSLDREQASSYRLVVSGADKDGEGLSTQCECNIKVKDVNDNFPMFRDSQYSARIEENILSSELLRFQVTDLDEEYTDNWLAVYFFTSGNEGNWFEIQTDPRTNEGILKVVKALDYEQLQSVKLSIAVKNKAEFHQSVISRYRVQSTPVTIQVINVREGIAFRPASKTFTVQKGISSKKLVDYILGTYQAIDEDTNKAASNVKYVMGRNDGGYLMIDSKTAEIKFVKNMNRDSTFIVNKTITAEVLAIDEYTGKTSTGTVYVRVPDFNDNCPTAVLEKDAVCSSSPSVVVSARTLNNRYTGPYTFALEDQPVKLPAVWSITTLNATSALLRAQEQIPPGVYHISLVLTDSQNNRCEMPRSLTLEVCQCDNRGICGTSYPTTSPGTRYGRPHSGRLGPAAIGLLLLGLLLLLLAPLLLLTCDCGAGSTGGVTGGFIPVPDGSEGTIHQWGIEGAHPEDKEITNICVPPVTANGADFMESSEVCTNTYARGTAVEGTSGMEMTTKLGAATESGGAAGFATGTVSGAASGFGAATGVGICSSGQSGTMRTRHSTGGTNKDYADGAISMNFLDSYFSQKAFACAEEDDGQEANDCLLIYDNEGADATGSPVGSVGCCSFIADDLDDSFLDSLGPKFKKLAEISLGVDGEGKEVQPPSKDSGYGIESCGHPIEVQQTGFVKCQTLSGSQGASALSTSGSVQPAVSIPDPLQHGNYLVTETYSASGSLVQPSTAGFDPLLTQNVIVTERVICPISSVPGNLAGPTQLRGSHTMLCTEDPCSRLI
Arr AP2 block: inhibitors of beta-arrestin/AP2 binding, primary screen, biochemical, GPCR trafficking, flow cytometry; beta-arrestin 1 C-terminal peptide binding to AP2 beta2-adaptin appendage (human); FITC-arrestin peptide / GST-AP2 beads; AP2 beta2 appendage carries R879A mutation; inhibition, % at 10 µM; actives 0.31% (n = 340,000); AID 504490, 2011;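 active = inhibition above a set limit, near 3 SD of compounds lacking own fluorescence, cut at about 54% in these data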;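 note: plate controls were DMSO wells for no effect and 5 µM unlabelled arrestin peptide for full effect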
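Material – AP2 appendage R879A on GSH beads · Buffer or medium – PBS with 0.05% Tween 20 and 0.1% BSA · Probe or stimulus – fluorescein-tagged arrestin peptide at 50 nM final · Incubation – compound with beads 12 min RT, then probe 1 h RT · Detection – high-throughput flow cytometry of beads, ex 488, em 535 nm · Evaluation – percent response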
NSD2 inh: NSD2 histone methyltransferase inhibitors, primary screen, biochemical, AlphaScreen, single concentration, set 2. AID 743445, 2014. actives 0.54% (n = 310,000). inhibition, % at 12.5 µM. NSD2 peptide methylation, 120 min. Histone-lysine N-methyltransferase NSD2 (Homo sapiens), O96028; in the data active = inhibition above about 50%
* marks the source's active call; other numbers are inactive results; i = inactive; / = not tested or not shown. Random draw from the library; overall some 4.7% were active at least once.

SMILES	PKA-R2B act	dFosB activator	CDK5 inh	SR-BI HDL uptake	MITF act	SR-BI uptake up	Mot1-301 SUMO	PKA-R1A act	DSG3 Ab inh	Arr AP2 block	NSD2 inh
CCOC(=O)c1ccc(NC2c3ncccc3C(=O)N2Cc2ccc(F)cc2)cc1 (stereo not drawn)	11	-15	-4.1	-15	6	15	4	-13	100	-4	-13
Cc1csc(C(=O)O)c1NC(=O)c1ccc(F)cc1	5	8	1.1	-1	-2	1	-8	2	103	32	-1
CCOC(=O)CCC(=O)Nc1ccc(S(=O)(=O)N2CCc3ccccc32)cc1	6	0	-0.4	/	-12	/	18	1	96	-9	0
COc1ccc(CCN(C)S(=O)(=O)c2cn(C)c(=O)n(C)c2=O)cc1OC	10	-3	-2.8	-19	16	19	/	3	/	-6	-2
O=C(C(c1ccccc1)c1ccccc1)N1CC[C@@]2(O)CCCC[C@H]2C1	9	-5	-0.5	0	-1	0	11	-5	/	8	-2
CS(=O)(=O)N1CCc2cc(S(=O)(=O)Nc3ccc4c(c3)OCCO4)ccc21	-7	-4	0.7	7	-22	-7	54	11	100	-5	5
O=C(CSc1ccc2nnc(CCNC(=O)c3ccc(F)cc3)n2n1)NCC1CCCO1 (stereo not drawn)	-6	1	1.6	-11	9	11	-10	-8	101	-5	-2
O=C(O)COc1ccc2c(c1)OCCO2	7	5	1.1	-9	16	9	/	-1	106	-7	0
COc1ccc(-n2c(CNC(=O)COc3ccc(Cl)cc3)n[nH]c2=S)cc1	-10	6	1.5	-7	9	7	9	-3	110	-25	-2
COCCn1nnnc1C(c1ccc(Cl)cc1)N1CCN(C(=O)c2ccco2)CC1 (stereo not drawn)	2	-7	-7.5	/	-10	/	11	-4	125	2	/
CCOc1ccc(OCC)c(NC(=O)C2C3C=CC(O3)C2C(=O)NCc2ccco2)c1 (stereo not drawn)	5	-10	-1.8	0	/	0	-21	7	98	9	3
CCCN(CCC)c1nc(N(CCC)CCC)[nH]c(=O)n1	1	-12	2.1	8	-7	-8	325	-1	116	-6	4
Cc1ccc(F)c(NC(=O)c2cncn2-c2ccccc2)c1	-2	-8	0.1	/	0	/	-3	4	124	9	0
Nc1ccn(CC(=O)NCc2ccccn2)c(=O)n1	-2	-5	0.0	-11	-1	11	-9	15	102	16	/
COc1ccc(CNC(=O)C2CCC(=O)N(CC3CCCCC3)C2)cc1 (stereo not drawn)	-7	-1	-2.0	3	4	/	6	-3	110	5	0
CCN(CC)S(=O)(=O)c1cccc(-c2n[nH]c(=S)n2C)c1	0	-9	0.5	7	-1	-7	7	10	100	1	-2
COC(=O)CCCC1=CC2=C(c3ccccc3)C(=O)C(C)(OC(=O)C3CCCC3)C(=O)C2=CN1CCCCO (stereo not drawn)	3	0	0.3	7	21	-7	-10	0	101	14	/
Cc1cc(C)c(S(=O)(=O)N2CCN(C(=O)C3CC3)CC2)c(C)c1	-5	-5	0.9	29	-13	-29	/	5	101	2	2
Cc1c(NC(=O)CN2C(=O)NC3(CCCC3)C2=O)c(=O)n(-c2ccccc2)n1C	-5	0	0.8	-18	-4	18	17	4	76	1	1
CCN(c1ccccc1)S(=O)(=O)c1cccc(C(=O)NCC(c2cccs2)N(C)C)c1 (stereo not drawn)	-3	-14	1.0	0	1	0	286	2	110	33	2
CCC(C)NC(=O)C(NS(=O)(=O)c1ccc2c(c1)c(=O)n(C)c(=O)n2C)c1ccccc1 (stereo not drawn)	0	-2	2.0	/	9	/	0	0	103	17	/
O=C(O)CNS(=O)(=O)c1cccc2nsnc12	5	-2	0.0	-11	-2	11	-24	4	102	7	1
CC(C)C1N(C(=O)N(C)C)CCN1S(=O)(=O)c1ccccc1 (stereo not drawn)	-3	-4	0.1	-5	-10	5	253	1	107	53	10
CCOc1ccc(N(CC(=O)Nc2ccccc2)S(C)(=O)=O)cc1	-6	4	-2.1	9	3	-9	14	2	102	26	-5
COc1ccc(/C=C/C(=O)OCC(=O)Nc2ccc(Cl)cc2F)cc1S(=O)(=O)N1CCOCC1	1	-5	-1.7	20	11	-20	-13	0	101	1	4
Cc1cc(C)n(C(=O)Cn2nc(C(F)F)cc2C)n1	6	-3	0.0	-35	-13	35	-9	2	107	0	2
CC(C)CN(C(=O)CC1OC(=O)c2ccccc21)c1c(N)n(Cc2ccccc2)c(=O)[nH]c1=O (stereo not drawn)	-13	1	0.0	-14	2	14	11	-12	105	36	-1
Cc1cc(C)nc(NS(=O)(=O)c2ccc(NC(=O)c3ccc(S(=O)(=O)N(C)C)cc3)cc2)n1	8	-3	1.4	-16	/	16	7	3	112	23	-3
CCCOc1ccc(N2C(=O)CC(SC(=NCC)Nc3cccc(F)c3)C2=O)cc1 (stereo not drawn)	4	-1	-1.1	20	-9	-20	/	3	100	16	2
O=C(Oc1ccc(C(=S)N2CCOCC2)cc1Br)c1ccccc1F	-7	-2	-0.4	-14	11	14	12	-9	100	4	2
COc1cccc(CN2CCN(c3nc4nonc4nc3NC3CC3)CC2)c1	-4	-2	-0.3	-2	-7	2	/	-8	104	-1	1
CC(=O)Nc1ccc(S(=O)(=O)N2CCN=C2SCc2ccc([N+](=O)[O-])cc2)cc1	-18	-5	-0.5	-2	-11	2	-8	-6	102	-6	2
COCCSc1ccccc1C(=O)NCc1ccco1	-13	-6	2.2	-28	-6	28	-5	-4	96	-7	-2
O=c1c(C/C=C/c2ccccc2)c(O)ccn1Cc1ccc(Cl)cc1Cl	-6	0	-0.8	-11	18	11	i	-10	101	14	6
CN(C)C(=O)[C@H]1C[C@H]1[C@@H](O)[C@H](CO)NC(=O)[C@H](COCc1ccccc1)NC(=O)OC(C)(C)C	-2	-7	-4.7	-6	-2	6	-5	-4	101	7	/
CCc1noc(C)c1C(=O)N1CCN(S(=O)(=O)c2c(C)cc(C)cc2C)CC1	-11	-8	0.8	2	10	-2	6	-7	102	8	6
CC(=O)Nc1ccc(C(=O)OCc2ccccc2Cl)cc1	-9	-12	-4.3	-2	37	2	i	6	103	-7	-1
COc1ccc(-c2cn3c(C)c(C(=O)Nc4cccc(NC(C)=O)c4)sc3n2)cc1	12	5	-1.4	57	/	-57	0	-9	80*	2	-2
c1ccc2c(NCCc3c[nH]c4ccccc34)c3ccccc3nc2c1	-1	123*	0.6	-6	-87	6	-12	2	103	24	36
COc1ccc(C(=O)NCc2ccc(F)cc2)cc1S(=O)(=O)N1CCCC1	-2	-5	0.9	4	-3	-4	/	-4	104	9	-2
CCN(CC)C(=O)C(=O)c1cccn1-c1ccccc1C#N	3	4	-1.2	-12	5	12	8	3	89	-9	21
CC(C(=O)NCC(=O)Nc1ccc(F)c(F)c1F)N1CCN(Cc2ccc(C#N)cc2)CC1 (stereo not drawn)	3	-10	0.3	-9	6	9	-6	2	107	15	-2
COc1ccc(C(C)NC(=O)c2ccc(Cl)cc2)cc1OC (stereo not drawn)	-13	-2	/	-2	-7	2	21	-10	88	8	-2
CCOC(=O)c1ccc(NC(=O)CCc2nc(-c3cccc(C)c3)no2)cc1	-6	-6	-0.3	7	-9	-7	-18	-4	99	-8	/
COCC(C)n1c(COc2ccccc2F)nnc1SCC(=O)c1c(N)n(C)c(=O)n(C)c1=O (stereo not drawn)	-3	-3	-1.9	10	-2	-10	-4	13	108	13	1

Retrieved by structure from the entries so far, 3 records:
SMILES	PKA-R2B act	dFosB activator	CDK5 inh	SR-BI HDL uptake	MITF act	SR-BI uptake up	Mot1-301 SUMO	PKA-R1A act	DSG3 Ab inh	Arr AP2 block	NSD2 inh
CS(=O)(=O)N1CCc2cc(S(=O)(=O)Nc3ccc4c(c3)OCCO4)ccc21	-7	-4	0.7	7	-22	-7	54	11	100	-5	5
COCCSc1ccccc1C(=O)NCc1ccco1	-13	-6	2.2	-28	-6	28	-5	-4	96	-7	-2
CCOC(=O)c1ccc(NC(=O)CCc2nc(-c3cccc(C)c3)no2)cc1	-6	-6	-0.3	7	-9	-7	-18	-4	99	-8	/

(listing goes on)
SMILES	PKA-R2B act	dFosB activator	CDK5 inh	SR-BI HDL uptake	MITF act	SR-BI uptake up	Mot1-301 SUMO	PKA-R1A act	DSG3 Ab inh	Arr AP2 block	NSD2 inh
CCCCSc1nc(O)c(C2OC(=O)c3c2ccc(OC)c3OC)c(=O)n1C (stereo not drawn)	5	-8	-4.1	-8	/	8	332	1	98	7	0
O=C(c1ccc(COc2ccc(F)cc2)o1)n1cccn1	-7	0	-1.5	-41	-3	41	/	-13	97	-9	2
O=C(N/N=C/C(Br)=C/c1ccccc1)c1cnccn1	6	-2	1.0	11	35	-11	55	-2	113	-16	1
COc1ccc(S(=O)(=O)N=Nc2c(O)[nH]c3ccccc23)cc1	-1	-5	-0.2	-3	-8	3	2	4	86	-4	/
CC(Oc1ccc(Cl)cc1)C(=O)N1CCN(C(=O)c2ccco2)CC1 (stereo not drawn)	-9	7	0.6	11	9	-11	6	-1	103	-18	-1
CN(C)/C=C1\N=C(c2cccnc2Oc2ccc(Cl)cc2)OC1=O	-13	2	1.7	25	-4	-25	9	-19	117	-8	1
COc1cccc(CNC(=O)c2csc3c2CCCC3)c1	-3	-1	0.4	4	-4	-4	-4	-2	108	3	-2
O=C(CN1C(=O)NC(Cc2ccccc2)C1=O)Nc1ccc(OC(F)F)cc1 (stereo not drawn)	1	4	-1.2	-13	2	13	9	-2	100	2	-1
CC(C)(C)n1nc2c(c1NC(=O)Cc1cccc3ccccc13)CS(=O)C2 (stereo not drawn)	-2	-7	0.0	10	-9	-10	-14	1	100	-2	/
